NCOA1 inh – human NCOA1 inhibition; inhibition, % at 3.6 µM; HEK293 GAL4-SRC1 luciferase reporter, luminescence; AID 588354; actives 0.12% (n = 360,000); Q15788;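 active means inhibition above the campaign mean plus 3 SD, with each screening campaign given its own cutoff, cut at about 60% in these data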;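 further: 0% = DMSO treated cells and 100% = gossypol at 36 µM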
Exocytosis inh – lytic granule exocytosis inhibition | TALL-104 LAMP-1 surface exposure, flow cytometry; cells stimulated with thapsigargin and PMA | inhibition, % at 10 µM | actives 0.66% (n = 360,000) | AID 651702;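 active means inhibition above about 55%, limit read from the data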
TLR9-MyD88 block – blocks human TLR9 binding to MyD88; Q9NR96+Q99836; actives 0.21% (n = 340,000); CHO BLA complementation TLR9-MyD88, CCF4 FRET ratio; AID 504734; inhibition, % at 4.98 µM;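 active means inhibition above the mean over all tested compounds plus 3 SD, cut at about 21% in these data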;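 further: 0% = DMSO only wells and 100% = clavulanate BLA inhibitor control wells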
Target sequence (Q99836 whole entry, looked up): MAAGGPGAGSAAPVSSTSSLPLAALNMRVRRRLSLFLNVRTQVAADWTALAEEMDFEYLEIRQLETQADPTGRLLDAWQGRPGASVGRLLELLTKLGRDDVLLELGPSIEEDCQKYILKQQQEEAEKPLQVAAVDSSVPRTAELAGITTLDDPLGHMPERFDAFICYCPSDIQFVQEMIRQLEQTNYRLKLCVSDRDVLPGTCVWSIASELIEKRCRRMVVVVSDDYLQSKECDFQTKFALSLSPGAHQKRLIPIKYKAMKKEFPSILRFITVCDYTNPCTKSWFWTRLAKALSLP
Target sequence (Q9NR96 whole entry, looked up): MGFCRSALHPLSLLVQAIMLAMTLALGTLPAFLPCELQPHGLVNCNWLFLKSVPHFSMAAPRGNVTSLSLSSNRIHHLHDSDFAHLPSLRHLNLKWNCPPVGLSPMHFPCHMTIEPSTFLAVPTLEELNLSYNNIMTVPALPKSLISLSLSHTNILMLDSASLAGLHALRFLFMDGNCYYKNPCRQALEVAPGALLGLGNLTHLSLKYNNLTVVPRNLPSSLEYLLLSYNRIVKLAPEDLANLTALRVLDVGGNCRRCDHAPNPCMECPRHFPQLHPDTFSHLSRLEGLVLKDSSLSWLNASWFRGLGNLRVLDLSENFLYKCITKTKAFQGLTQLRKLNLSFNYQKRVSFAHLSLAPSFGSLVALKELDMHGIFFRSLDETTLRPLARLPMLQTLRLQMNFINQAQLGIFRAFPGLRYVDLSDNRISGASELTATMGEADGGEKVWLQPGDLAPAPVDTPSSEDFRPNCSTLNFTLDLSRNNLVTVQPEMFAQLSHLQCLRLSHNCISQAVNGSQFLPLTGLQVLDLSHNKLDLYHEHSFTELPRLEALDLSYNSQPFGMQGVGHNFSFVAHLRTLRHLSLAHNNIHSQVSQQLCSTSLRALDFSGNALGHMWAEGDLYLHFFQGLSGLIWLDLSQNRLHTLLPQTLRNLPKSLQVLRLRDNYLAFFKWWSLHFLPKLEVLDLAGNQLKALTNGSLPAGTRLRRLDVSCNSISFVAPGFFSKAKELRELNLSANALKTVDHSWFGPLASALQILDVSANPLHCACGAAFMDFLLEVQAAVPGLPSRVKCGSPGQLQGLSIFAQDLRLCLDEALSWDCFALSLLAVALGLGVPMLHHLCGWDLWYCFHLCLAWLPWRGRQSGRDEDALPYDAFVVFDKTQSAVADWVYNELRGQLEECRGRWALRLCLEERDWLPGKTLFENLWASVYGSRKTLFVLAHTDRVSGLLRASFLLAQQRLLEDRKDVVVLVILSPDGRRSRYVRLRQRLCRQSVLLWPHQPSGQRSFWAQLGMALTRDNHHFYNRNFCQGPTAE
TWEAK-Fn14 inh – inhibitors of TWEAK-Fn14 interaction signaling; TWEAK-stimulated Fn14 reporter cells, luciferase luminescence, 8 h; inhibition, % at 10 µM; actives 2% (n = 360,000); AID 1159606; in the data active means inhibition above about 50%
NCOA2 inhibitor – inhibits human steroid receptor coactivator 2. HEK293 GAL4-SRC2 luciferase reporter, luminescence. inhibition, % at 9 µM. actives 0.17% (n = 370,000). AID 651957;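 active means inhibition above the mean inhibition of all tested compounds plus 3 SD, set per campaign, cut at about 52% in these data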;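 further: 0% = DMSO treated cells and 100% = cells given Gossypol at 36 µM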
ABHD5 PLIN5 PPI – blocks binding of human ABHD5 to perilipin-5; inhibition, % at 4 µM; Split G. princeps luciferase complementation, luminescence, 4 h; Q00G26+Q8WTS1; AID 602281; actives 0.78% (n = 360,000);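 active means inhibition above the mean inhibition across every tested compound plus 3 SD, cut at about 22% in these data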;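 further: 0% = DMSO only wells and the 100% control is not disclosed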
NR5A2 inv ag – inverse agonists of human LRH-1 (NR5A2); inhibition, % at 3.6 µM; O00482; HEK293T StAR-luciferase reporter, LRH-1 transfected, 24 h; AID 602396; actives 0.13% (n = 360,000);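 active means inhibition above the mean inhibition of all tested compounds plus 3 SD, cut at about 73% in these data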;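 further: 0% = DMSO wells and 100% = reporter-only cells lacking LRH-1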
NOD2 RIPK2 PPI – NOD2-RIPK2 protein interaction inhibition; CHO BLA complementation NOD2-RIPK2, CCF4 ratio; O43353; inhibition, % at 4.98 µM; actives 0.38% (n = 360,000); in the data active means inhibition above about 21%;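 further: 0% = vehicle only and 100% = reference blocker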
NR2F2 inh – inhibitors of human COUP-TFII (NR2F2). P24468. HEK293T NGFI-A luciferase reporter, luminescence. inhibition, % at 8.6 µM. actives 0.7% (n = 370,000);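 active means inhibition above a per-plate cutoff, mean inhibition of test wells between control levels plus 3 SD, cut at about 38% in these data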;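 further: cells cotransfected with COUP-TFII expression vector driving the NGFI-A reporter; 0% = median of COUP-TF2 test wells and 100% = reporter-only cells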
SRC3 inh – human NCOA3 inhibition; Q9Y6Q9; HEK293 GAL4-SRC3 luciferase reporter, luminescence; inhibition, % at 3.6 µM; actives 0.17% (n = 360,000); AID 588352;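 active means inhibition above a per-campaign cutoff, the mean of all compounds plus 3 SD, cut at about 60% in these data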;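 further: 0% = DMSO-treated cells and 100% = gossypol-treated cells at 36 µM; higher means less SRC3-driven luciferase light from the GAL4 reporter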
TROY NFkB inh – inhibitors of TROY-dependent NF-kB signaling; Q293 LMP1-TROYcd NF-kB luciferase reporter, 4 h; inhibition, % at 10 µM; actives 0.98% (n = 360,000); AID 1347056;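 active means compounds whose plate-normalised and pattern-corrected inhibition of the luciferase reporter signal at the single screening dose is 50% or more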
An asterisk follows results filed as active; / = no result given. A portion of the library (hit frequency here may not be typical).

#1 COc1ccccc1-n1c(SCC(=O)NC2CCCCC2)nc2c(c1=O)SCC2
#2 CC(C)OC(=O)CSc1nnc2c(n1)[nH]c1ccc(F)cc12
#3 O=C(c1cc2ccccc2[nH]1)N1O[C@@H]2C=C[C@H]1C2
#4 CC(=O)C1=C(C)NC(=O)NC1c1cccc([N+](=O)[O-])c1O (stereo not given)
#5 CC(C)C[C@H](NC(=O)N1CCN(c2ccccc2)CC1)C(=O)O
#6 COc1ccccc1Cc1c(C2CCCCC2)nc2cc(C)c(Br)c(C)n12
screen / no.	1	2	3	4	5	6
NCOA1 inh	-11	-25	-41	-4	-9	/
Exocytosis inh	1	1	0	2	0	-5
TLR9-MyD88 block	0	-1	1	-3	6	/
TWEAK-Fn14 inh	-1	-7	-35	-1	-2	-10
NCOA2 inhibitor	-8	20	-29	-11	14	-16
ABHD5 PLIN5 PPI	-6	2	7	-1	-3	-23
NR5A2 inv ag	-5	-5	0	-4	-3	7
NOD2 RIPK2 PPI	1	-11	-2	-2	1	4
NR2F2 inh	-11	5	-24	10	0	4
SRC3 inh	2	17	-23	20	-22	/
TROY NFkB inh	8	5	-62	11	2	-1

#7 O=C(Nc1ccc(Br)cc1)c1cccc(N2C(=O)C3C4CCC(C4)C3C2=O)c1 (stereo not given)
#8 N#CC(c1ccc(O)cc1)N1CCCCC1 (stereo not given)
#9 Cc1ccc(C(=O)CCC(=O)OC(C)C(=O)NC2CCCCC2C)cc1 (stereo not given)
#10 COCC1CCN(Cc2nc(-c3cccs3)no2)C1 (stereo not given)
#11 O=C(NC1CCCc2ccccc21)c1cccc(S(=O)(=O)N2CCOCC2)c1 (stereo not given)
#12 C=CCn1c(SC(C)C(=O)Nc2ccc(Cl)cn2)nnc1C1CC1 (stereo not given)
screen / no.	7	8	9	10	11	12
NCOA1 inh	-34	7	-22	-102	7	-15
Exocytosis inh	5	5	-3	-1	-1	-2
TLR9-MyD88 block	6	-15	7	/	5	9
TWEAK-Fn14 inh	28	2	7	1	11	2
NCOA2 inhibitor	2	6	-1	-34	3	-6
ABHD5 PLIN5 PPI	7	14	4	-4	1	-3
NR5A2 inv ag	3	11	7	-87	-14	13
NOD2 RIPK2 PPI	-10	0	-3	-11	-1	-13
NR2F2 inh	23	3	4	-21	-28	0
SRC3 inh	13	-1	21	-57	2	-3
TROY NFkB inh	15	-9	-51	-14	3	7

#13 COc1cc(/C(C)=N/Nc2ccc(C(=O)O)cc2)cc(OC)c1OC
#14 O=S(=O)(NCc1cccs1)c1cccc2cccnc12
#15 Cc1cc(C)nc(/N=C(\NC(=O)C(C)(C)C)Nc2ccc(F)cc2)n1
#16 COc1ccc(C(=O)N/N=C(\C)CC(=O)Nc2ccccn2)cc1OC
#17 O=S(=O)(c1cccc(F)c1)N1CCC(CO)(Cc2cccc(F)c2)CC1
#18 CCCCNC(=O)C1CCC(CNS(=O)(=O)c2cccc3nsnc23)CC1 (stereo not given)
screen / no.	13	14	15	16	17	18
NCOA1 inh	-30	-6	-15	-5	3	-6
Exocytosis inh	2	-3	0	-25	4	-4
TLR9-MyD88 block	15	4	7	4	-1	-4
TWEAK-Fn14 inh	21	-25	-12	21	-4	-2
NCOA2 inhibitor	-6	-11	-21	2	-11	-9
ABHD5 PLIN5 PPI	1	5	9	5	3	-2
NR5A2 inv ag	-40	29	6	6	-2	-16
NOD2 RIPK2 PPI	8	1	-13	-10	-1	1
NR2F2 inh	-16	-2	-3	1	11	3
SRC3 inh	-15	7	-2	-1	17	4
TROY NFkB inh	35	5	-1	-1	5	-9

Taken from above.
NR5A2 inv ag, #13 → -40
TROY NFkB inh, #16 → -1
SRC3 inh, #18 → 4

The listing continues.
#19 COc1ccccc1OCCSc1nnnn1-c1ccc(C)cc1
#20 COc1cccc(-c2nnc(SCC(=O)Nc3ccc(S(N)(=O)=O)cc3)n2C)c1
#21 CC(C)N(C(=O)[C@H]1C[C@H](CC(=O)NC(C)(C)C)C(=O)N2CCc3c([nH]c4ccc(Cl)cc34)[C@]12C)C(C)C
#22 CCNC(=O)C1(C)CCCN(C(=O)c2ccc(OC)c(F)c2)C1 (stereo not given)
#23 COc1ccc(C(=O)NCc2cccnc2)cc1C(=O)NCc1cccnc1
#24 COc1ccc(C(=O)NC(C)CCc2ccccc2)cc1[N+](=O)[O-] (stereo not given)
screen / no.	19	20	21	22	23	24
NCOA1 inh	-7	-7	13	-5	1	19
Exocytosis inh	0	9	10	11	-4	-2
TLR9-MyD88 block	1	-8	-23	/	-1	6
TWEAK-Fn14 inh	-49	0	16	-10	11	0
NCOA2 inhibitor	-53	-35	25	11	-7	7
ABHD5 PLIN5 PPI	4	-4	-9	-4	-4	-3
NR5A2 inv ag	-4	1	-4	1	-21	1
NOD2 RIPK2 PPI	-1	-3	0	-10	-9	4
NR2F2 inh	-40	1	29	-16	8	-1
SRC3 inh	-53	-1	-7	-29	0	-20
TROY NFkB inh	-27	11	28	-5	-17	11

#25 O=c1cc(CO)oc(CN2CCC(Cc3ccccc3)CC2)c1O
#26 COc1cc(/C=N/OCC(=O)Nc2cc(C)cc(C)c2)ccc1OCc1ccc(Cl)cc1
#27 COc1cccc2sc(NC(=O)c3ccc(S(=O)(=O)N4CCOCC4)cc3)nc12
#28 c1ccc2sc(NC3=NCN(C4CCCCCC4)CN3)nc2c1
#29 O=S(=O)(Nc1cccc(-c2cn3cccnc3n2)c1)c1ccc(Cl)cc1
#30 C[C@@H]1CN([C@H](C)CO)C(=O)c2cc(NC(=O)C3CCCCC3)ccc2O[C@@H]1CN(C)Cc1ccc(C(F)(F)F)cc1
screen / no.	25	26	27	28	29	30
NCOA1 inh	10	-87	0	-15	3	-3
Exocytosis inh	1	-4	-2	5	-1	-3
TLR9-MyD88 block	8	5	-4	6	8	4
TWEAK-Fn14 inh	-3	-26	9	10	-3	-13
NCOA2 inhibitor	-35	-34	7	3	10	7
ABHD5 PLIN5 PPI	1	4	-6	-1	11	7
NR5A2 inv ag	4	-127	0	-7	1	-5
NOD2 RIPK2 PPI	-11	-15	-4	-5	0	0
NR2F2 inh	6	-29	6	2	4	8
SRC3 inh	-57	-78	13	-8	14	27
TROY NFkB inh	26	-34	18	9	1	9

#31 O=C(CSc1ccc2ccccc2n1)c1ccccc1
#32 CCN(CC)S(=O)(=O)c1cccc(NC(=O)CNc2cccc(S(=O)(=O)N3CCCC3)c2)c1
#33 COc1ccccc1OC(C)C(=O)Nc1ccc(S(=O)(=O)N2CCN(C)CC2)cc1 (stereo not given)
#34 CC1=C(C(=O)OC(C)C)C(c2ccc(C)o2)NC(=O)N1 (stereo not given)
#35 CCOC(=O)C1(CC2CC2)CCN(C(=O)c2cc(C)nc3ccc(CC)cc23)CC1
#36 Cc1cc(Cn2nc(C(=O)NCc3cccs3)cc2-c2ccccc2)on1
screen / no.	31	32	33	34	35	36
NCOA1 inh	-58	3	3	4	9	-4
Exocytosis inh	-3	0	-3	-9	-4	-1
TLR9-MyD88 block	14	-3	-1	-5	-10	0
TWEAK-Fn14 inh	-20	43	13	27	14	-21
NCOA2 inhibitor	-52	23	3	-8	-8	-10
ABHD5 PLIN5 PPI	9	-1	1	10	-3	-6
NR5A2 inv ag	-34	44	-9	6	9	-2
NOD2 RIPK2 PPI	-1	-5	-6	-5	1	-5
NR2F2 inh	-22	64*	2	3	14	-12
SRC3 inh	-40	26	11	11	4	-34
TROY NFkB inh	-69	24	2	10	19	10

Entries listed so far containing a COOH group:
#5 CC(C)C[C@H](NC(=O)N1CCN(c2ccccc2)CC1)C(=O)O
#13 COc1cc(/C(C)=N/Nc2ccc(C(=O)O)cc2)cc(OC)c1OC
screen / no.	5	13
NCOA1 inh	-9	-30
Exocytosis inh	0	2
TLR9-MyD88 block	6	15
TWEAK-Fn14 inh	-2	21
NCOA2 inhibitor	14	-6
ABHD5 PLIN5 PPI	-3	1
NR5A2 inv ag	-3	-40
NOD2 RIPK2 PPI	1	8
NR2F2 inh	0	-16
SRC3 inh	-22	-15
TROY NFkB inh	2	35

New compounds follow:
#37 CC(=O)Nc1ccc(N=Nc2ccc(O)cc2)cc1
#38 COc1ccccc1NC(=O)CCSCCC(=O)Nc1ccccc1OC
#39 O=C(CN1CCCCC1)N1CCCc2ccccc21
#40 CC(=O)Nc1ccc(S(=O)(=O)Nc2nnc(C(C)C)s2)cc1
#41 CN(Cc1ccc(Cl)cc1)C(C(=O)NC1CCCCC1)c1ccnc2ccccc12 (stereo not given)
#42 COc1ccccc1NS(=O)(=O)c1cccc(NC(=O)C2CC2)c1
screen / no.	37	38	39	40	41	42
NCOA1 inh	-101	2	1	-1	12	-14
Exocytosis inh	4	-2	2	3	8	-2
TLR9-MyD88 block	8	1	3	5	/	5
TWEAK-Fn14 inh	-45	12	-28	-9	-8	10
NCOA2 inhibitor	-75	-3	3	-4	20	-9
ABHD5 PLIN5 PPI	1	-5	1	-2	3	-1
NR5A2 inv ag	-80	-13	-5	28	20	-22
NOD2 RIPK2 PPI	7	-1	-10	-1	-3	2
NR2F2 inh	-41	-1	4	0	-5	-18
SRC3 inh	-60	21	3	11	3	15
TROY NFkB inh	-41	-2	-10	2	-10	11

#43 CC(NC(=O)Cn1cc(C(=O)C2CC2)c2ccccc21)c1ccccc1 (stereo not given)
#44 Cc1ccc(C(=O)NNC(=O)c2ccc(S(=O)(=O)N3CCCCC3)cc2)cc1
#45 CCN(CC)CCNc1ncnc2c1sc1nc(N3CCCC3)c3c(c12)CC(C)(C)OC3
#46 Cc1ccc(C)c(N(C)C(=O)c2coc(=O)c3ccccc23)c1
#47 COc1ccc(NC(=O)C2CC(=O)N(CCc3ccc(Cl)cc3)C2)cc1 (stereo not given)
screen / no.	43	44	45	46	47
NCOA1 inh	-6	1	2	-1	2
Exocytosis inh	1	0	56*	-3	-3
TLR9-MyD88 block	-10	-5	3	-7	12
TWEAK-Fn14 inh	9	7	-3	-5	3
NCOA2 inhibitor	-22	16	-34	8	-4
ABHD5 PLIN5 PPI	1	0	11	3	-1
NR5A2 inv ag	-7	-11	-6	-5	4
NOD2 RIPK2 PPI	-4	2	6	1	2
NR2F2 inh	-13	-13	3	18	21
SRC3 inh	-6	-3	18	-7	28
TROY NFkB inh	4	-10	11	1	-6

Compound profiles, as listed above.
`O=C(CSc1ccc2ccccc2n1)c1ccccc1` across the screens: NCOA1 inh = -58; Exocytosis inh = -3; TLR9-MyD88 block = 14; TWEAK-Fn14 inh = -20; NCOA2 inhibitor = -52; ABHD5 PLIN5 PPI = 9; NR5A2 inv ag = -34; NOD2 RIPK2 PPI = -1; NR2F2 inh = -22; SRC3 inh = -40; TROY NFkB inh = -69
`CC(C)N(C(=O)[C@H]1C[C@H](CC(=O)NC(C)(C)C)C(=O)N2CCc3c([nH]c4ccc(Cl)cc34)[C@]12C)C(C)C` across the screens: NCOA1 inh = 13; Exocytosis inh = 10; TLR9-MyD88 block = -23; TWEAK-Fn14 inh = 16; NCOA2 inhibitor = 25; ABHD5 PLIN5 PPI = -9; NR5A2 inv ag = -4; NOD2 RIPK2 PPI = 0; NR2F2 inh = 29; SRC3 inh = -7; TROY NFkB inh = 28
